GluA2 TARP mod: modulates AMPAR-stargazin complexes; HEK293 GluA2+stargazin, membrane potential dye (FDSS), glutamate EC50; hits were called plate by plate, in both directions; 40,000 compounds, 3.5% hits; calls only at 30 µM; AID 1259245; O88602+P19491;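 active = any of four per-well response measures lying three or more SD from its plate-wide compound average, in either direction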
GluA2 TARP mod agonism max-min: also measured in GluA2 TARP mod; calls as there; compound max-min signal; compound-alone response (agonism);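 unitless range of fluorescence divided by baseline over first 100 seconds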
GluA2 TARP mod glutamate slope: further read-out of GluA2 TARP mod, marked with its call; glutamate slope, % of max; measured here: glutamate response slope, % max;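 scaled per plate between vehicle wells and maximal 1 mM glutamate control wells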
* = called active by the depositor; i = inactive. This is a subset; count on the stated rates, not on these rows.

SMILES	GluA2 TARP mod	GluA2 TARP mod agonism max-min	GluA2 TARP mod glutamate slope
O=C(Nc1ccc(-n2cnnn2)cc1)C1CC(=O)N(c2ccccc2)C1 (stereo unspecified)	i	0.12	56.9
CCn1c(SCc2nc(-c3ccccc3)no2)nc2ccccc2c1=O	i	0.0704	62.4
COc1ccccc1C(=O)NCC1(c2ccccc2OC)CCOCC1	i	0.0768	67.0

One compound at a time, from the list above.
`CCn1c(SCc2nc(-c3ccccc3)no2)nc2ccccc2c1=O` is entered as GluA2 TARP mod = i; GluA2 TARP mod agonism max-min = 0.0704; GluA2 TARP mod glutamate slope = 62.4
`COc1ccccc1C(=O)NCC1(c2ccccc2OC)CCOCC1` is entered as GluA2 TARP mod = i; GluA2 TARP mod agonism max-min = 0.0768; GluA2 TARP mod glutamate slope = 67.0
